Compound activity deposited in PubChem by several laboratories.
CAL PDZ FP-1: CAL PDZ peptide-binding inhibitors, primary screen, biochemical, fluorescence polarization, Cer-tagged CAL PDZ, HTS. AID 504414, 2011. actives 0.02% (n = 330,000). purified CAL PDZ, TMR-peptide fluorescence polarization, 1 h. inhibition, % at 20 µM. Golgi-associated PDZ and coiled-coil motif-containing protein (Homo sapiens), Q9HD26;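 active = highest replicate inhibition of at least 40%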;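 note: plate controls were DMSO neutral control wells for no effect and unlabeled competitor peptide control wells for full effect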
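Control set: unlabelled peptide and DMSO controls / Material: purified CerCALP PDZ construct / Timing: 1 h incubation at room temperature before polarization reading / Doses: 20 µM, one dose / Detection: fluorescence polarization (mP)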
Arrestin-AP2 inh: inhibitors of beta-arrestin/AP2 binding, primary screen, biochemical, GPCR trafficking, flow cytometry. actives 0.31% (n = 340,000). FITC-arrestin peptide / GST-AP2 beads; AP2 beta2 appendage carries R879A mutation. inhibition, % at 10 µM;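 active = inhibition above a set limit, near 3 SD of compounds lacking own fluorescence, cut at about 54% in these data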;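 note: plate controls were DMSO wells for no effect and 5 µM unlabelled arrestin peptide for full effect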
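Assay system: GST-AP2 R879A bound to glutathione beads, E. coli-expressed; Medium: PBS with 0.05% Tween 20 and 0.1% BSA; Also added: fluorescein-tagged arrestin peptide at 50 nM final; Timing: 12 min plus 1 h, RT; Measured by: flow cytometry, FL1 (488/535 nm); Evaluation: percent drop in bead-associated FITC signal.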
C-LANA FP: inhibitors of KSHV C-LANA binding to DNA, primary screen, biochemical, fluorescence polarization, FAM-LBS DNA, MBP-C-LANA, single point; Kaposi's sarcoma herpesvirus LANA C-terminal domain (residues 932-1162) DNA binding; inhibition, % at 9 µM; actives 0.078% (n = 340,000);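 active = highest replicate inhibition at or above 60% at 9 µM, even if other replicates fall short; inactive = all replicates below 60% inhibition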;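 note: 0% = neutral control wells and 100% = 4 µM acridine orange control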
CAL PDZ FP-2: untagged CAL PDZ binding inhibitors, primary screen, biochemical, fluorescence polarization, HTS; purified CAL PDZ, TMR-peptide fluorescence polarization, 1 h; actives 0.92% (n = 300,000); inhibition, % at 24.9 µM; Golgi-associated PDZ and coiled-coil motif-containing protein (Homo sapiens), Q9HD26; AID 602252, 2012;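 active = mean inhibition of at least 30% with at least half of replicates also reaching 30%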;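 note: 0% = DMSO neutral control and 100% = excess unlabeled competitor peptide PRC23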
Pemphigus Ab inh: inhibitors of pemphigus antibody binding to DSG3, primary screen, biochemical, bead-based, flow cytometry, scFv-GFP | Desmoglein-3 (Homo sapiens), P32926 | DSG3-coupled beads, scFv-anti-DSG3-GFP binding; active compounds read low | binding (percent of control), % at 10 µM | actives 0.48% (n = 310,000) | AID 588358, 2011;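 active = binding more than 3 SD below its plate's average and above zero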;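 note: hits lower antibody fragment binding to DSG3; some compounds called inactive have numbers as strong as hits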
Target sequence (P32926 whole entry, looked up, the tested form may be a part): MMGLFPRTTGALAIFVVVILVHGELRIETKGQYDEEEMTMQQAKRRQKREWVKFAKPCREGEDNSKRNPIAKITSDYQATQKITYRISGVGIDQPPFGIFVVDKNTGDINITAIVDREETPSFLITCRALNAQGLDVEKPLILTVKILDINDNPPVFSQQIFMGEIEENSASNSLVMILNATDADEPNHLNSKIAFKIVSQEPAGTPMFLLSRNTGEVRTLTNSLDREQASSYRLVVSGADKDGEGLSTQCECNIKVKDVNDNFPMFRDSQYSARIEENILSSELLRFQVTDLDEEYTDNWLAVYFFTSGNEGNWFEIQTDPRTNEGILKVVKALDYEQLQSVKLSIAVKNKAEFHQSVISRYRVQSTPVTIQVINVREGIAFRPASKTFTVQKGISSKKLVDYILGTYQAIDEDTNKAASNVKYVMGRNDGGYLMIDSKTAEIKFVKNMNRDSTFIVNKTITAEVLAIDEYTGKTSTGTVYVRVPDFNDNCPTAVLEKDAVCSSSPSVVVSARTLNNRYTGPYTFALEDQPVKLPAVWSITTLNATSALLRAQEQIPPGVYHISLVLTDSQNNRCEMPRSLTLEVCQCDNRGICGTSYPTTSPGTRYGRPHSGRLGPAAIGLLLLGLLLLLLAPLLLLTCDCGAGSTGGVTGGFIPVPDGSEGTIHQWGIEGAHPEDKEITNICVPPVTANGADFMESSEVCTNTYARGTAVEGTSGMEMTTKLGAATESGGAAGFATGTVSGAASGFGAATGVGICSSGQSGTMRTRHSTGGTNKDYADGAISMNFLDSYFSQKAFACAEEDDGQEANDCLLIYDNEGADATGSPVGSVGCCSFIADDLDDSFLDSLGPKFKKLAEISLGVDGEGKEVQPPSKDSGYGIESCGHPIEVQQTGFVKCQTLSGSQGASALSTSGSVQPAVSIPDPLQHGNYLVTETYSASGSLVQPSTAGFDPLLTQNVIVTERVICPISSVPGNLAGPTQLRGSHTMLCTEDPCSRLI
NSD2 inh: NSD2 histone methyltransferase inhibitors, primary screen, biochemical, AlphaScreen, single concentration, set 2. inhibition, % at 12.5 µM. Histone-lysine N-methyltransferase NSD2 (Homo sapiens), O96028. AID 743445, 2014. actives 0.54% (n = 310,000). NSD2 peptide methylation, 120 min; in the data active = inhibition above about 50%
Keap1-Nrf2 PPI: Keap1-Nrf2 protein-protein interaction inhibitors, primary screen, biochemical, fluorescence polarization, single point; actives 0.15% (n = 340,000); AID 504523, 2011; inhibition, % at 9.4 µM; Keap1 Kelch-Nrf2 peptide fluorescence polarization, 1536-well; in the data active = inhibition above about 12%;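 note: human Keap1 Kelch domain with fluorescein labeled Nrf2 9mer peptide probe; 0% = neutral control wells and 100% = peptide positive control; higher means more block of Keap1 binding to Nrf2 peptide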
V-ATPase pH: regulators of yeast V-ATPase proton pumping, primary screen, pHLuorin cytosolic pH fluorescence | actives 0.37% (n = 350,000) | S. cerevisiae | response, % at 10 µM | AID 504577, 2011; in the data active = response mostly above about 7.3%, no sharp cut-off; inactive = mostly below about 5.4%; note: actives read high; inactives centre near 0; some compounds called inactive have numbers as strong as hits
Cardiac RTF inh: cardiac RTF calcium sensitivity inhibitors, primary screen, biochemical, IANBD-TnC fluorescence, EC70 calcium. IANBD-labeled cardiac RTF, Ca2+ fluorescence. inhibition, % at 7.15 µM. actives 0.12% (n = 340,000);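 active = inhibition above the mean inhibition of all tested compounds plus 3 SD, cut at about 17% in these data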;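 note: assay run at fixed EC70 calcium of 1.6 mM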
DAGLB inh: DAGLB lipase inhibitors, primary screen, biochemical, fluorescence, HTS | HEK293T DAGLB membrane lysate, EnzChek fluorogenic substrate | inhibition, % at 5.17 µM | actives 0.059% (n = 340,000); in the data active = inhibition above about 34%;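 note: 0% = enzyme with vehicle and 100% = wells lacking enzyme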
An asterisk follows results filed as active; . = no result given.

SMILES	CAL PDZ FP-1	Arrestin-AP2 inh	C-LANA FP	CAL PDZ FP-2	Pemphigus Ab inh	NSD2 inh	Keap1-Nrf2 PPI	V-ATPase pH	Cardiac RTF inh	DAGLB inh
COc1ccc(C(C)=O)cc1COC(=O)C1CC(=O)N(Cc2ccccc2)C1 (configuration not stated)	-2.3	-7	2.1	-5	.	29	-1	-2	-6	-1
CCn1cnc2cc(NCc3ccc(N(C)C)cc3)ccc21	-2.3	-5	0.9	.	98	6	0	2	2	-2
CC1CCCC(NC(=O)c2ccc(COc3ccccc3)o2)C1C (configuration not stated)	-1.8	-3	-0.3	-7	.	0	-1	2	-7	-5
CCOC(=O)CNC(=O)c1ccccc1Br	-0.5	-7	0.4	-3	103	0	0	1	-12	-1
CC(C)NC(=O)Cn1c(=O)n(CC(=O)N2CCCCC2)c(=O)c2sccc21	-1.2	3	0.1	1	98	-1	-2	0	-6	2
O=C(NCCCn1ccnc1)c1cccc(S(=O)(=O)NCc2ccccc2)c1	0.2	17	-5.8	-8	103	1	0	-3	5	2
O=C(c1ccc(Cn2c(=O)[nH]c3ccccc3c2=O)cc1)N1CCN(c2ccccc2)CC1	-2.1	5	-1.1	1	94	2	-3	7	0	5
C[C@H](NS(=O)(=O)c1ccc2c(c1)OCCCO2)C(=O)N1CCN(c2ccc(F)cc2)CC1	-0.7	17	0.3	-1	104	-3	0	6	-5	-3
COc1ccc(C(=O)Nc2cc(OC)ccc2OC)cc1	-0.7	0	-3.2	2	107	0	0	-1	-7	-3
O=C1CC2(CCCC2)C(=O)N1CN1CCN(S(=O)(=O)c2ccc(F)cc2F)CC1	-0.2	-3	2.4	-4	112	-9	1	0	-16	-1
OCCN1CCN(C(=S)c2ccc(-c3ccccc3)cc2)CC1	-0.1	-33	0.6	.	109	0	-6	0	-1	1
Cc1ccc(NC(=O)CNCc2ccccc2)c(Br)c1	-3.1	31	1.3	1	99	0	1	5	-9	-12
C=CCc1ccc(OCC(O)CN2CCN(c3ccccc3)CC2)c(OC)c1 (configuration not stated)	-1.0	-6	-0.4	-10	95	8	-5	4	-4	-7
CCOC(=O)[C@@H]1[C@H]2COc3cc(OC)ccc3[C@H]2N2C(=O)N(c3cccc(F)c3)C(=O)[C@]12C	0.0	16	1.2	-1	104	.	2	4	0	-9
O=[N+]([O-])c1ccc(O)c(C=Nc2cccc3ccccc23)c1	-2.9	19	-2.0	.	111	-1	-2	-1	-2	7
CC(C)=CC(O)C/C(C)=C/COc1ccc2ccc(=O)oc2c1 (configuration not stated)	0.0	0	1.1	-5	103	.	-3	1	-6	-2
COC(=O)c1[nH]c2cc(C)ccc2c1NC(=O)CN1CCc2cc(OC)c(OC)cc2C1	-0.5	7	-0.3	-2	108	.	1	-6	12	4
CCCN(CC(=O)Nc1ccccc1C)C(=O)c1oc2ccc(OCC)cc2c1C	-1.1	8	-1.2	2	112	14	-3	0	1	-11
Cc1ccc(NC(=O)c2cnn(-c3ccccc3)c2NC(=O)c2ccco2)cc1C	-0.3	26	-1.1	5	.	.	0	1	5	-1
CCN(C(N)=S)c1ccccc1	-1.0	26	-0.8	-3	103	-3	4	-5	1	-2
O=C(CSc1nnc(NC(=O)Cc2ccc(F)cc2)s1)NCc1ccco1	1.1	16	-0.2	0	109	-2	-2	-5	-7	1
C#CCCOC(=O)N1C2=NC(C(=O)OC)=C(C(=O)OC)[C@@H]3N(C)c4ccccc4[C@]23C[C@H]1C(=O)OC	-1.8	-4	1.7	1	112	.	-9	-5	-7	3
COC(=O)c1ccc(Sc2ccccc2NS(=O)(=O)c2ccc(OC)cc2)nc1	-2.1	17	0.7	-1	105	-2	-3	0	6	1
COc1ccc(NC(=S)N2CCNC(=O)C2CC(=O)Nc2cccc(Cl)c2C)cc1 (configuration not stated)	-2.4	-3	1.4	-4	101	-1	0	2	5	1
O=C(NCc1ccccn1)C1CCN(S(=O)(=O)N2CCCCC2)CC1	-0.9	20	-2.7	-5	101	.	0	0	-3	3

Part of the list above, with bars between the fields.
Molecule | CAL PDZ FP-1 | Arrestin-AP2 inh | C-LANA FP | CAL PDZ FP-2 | Pemphigus Ab inh | NSD2 inh | Keap1-Nrf2 PPI | V-ATPase pH | Cardiac RTF inh | DAGLB inh
CC1CCCC(NC(=O)c2ccc(COc3ccccc3)o2)C1C (configuration not stated) | -1.8 | -3 | -0.3 | -7 | . | 0 | -1 | 2 | -7 | -5
CCOC(=O)[C@@H]1[C@H]2COc3cc(OC)ccc3[C@H]2N2C(=O)N(c3cccc(F)c3)C(=O)[C@]12C | 0.0 | 16 | 1.2 | -1 | 104 | . | 2 | 4 | 0 | -9

New compounds follow
SMILES	CAL PDZ FP-1	Arrestin-AP2 inh	C-LANA FP	CAL PDZ FP-2	Pemphigus Ab inh	NSD2 inh	Keap1-Nrf2 PPI	V-ATPase pH	Cardiac RTF inh	DAGLB inh
CCc1ccc(NC(=O)CCNC(=O)Cn2ccc3ccccc3c2=O)cc1	-1.9	19	0.5	-1	.	-7	2	6	-10	0
CCN(CC)c1ccc(NC(=O)CCCCC(=O)Nc2ccc(N(CC)CC)cc2)cc1	-1.3	-5	0.2	.	88*	7	-3	-2	-6	5
CCCCOc1ccc(S(=O)(=O)N2CCN(C)CC2)cc1	0.4	1	-1.4	-3	.	2	-3	1	-6	-1
COc1ccc(Cl)cc1NC(=O)C/C(C)=N/NC(=O)c1ccc(O)cc1	-1.1	-8	1.6	-3	120	1	-2	3	-6	-1
S=C1SCN(Cc2ccccc2)CN1Cc1ccccc1	-0.3	-14	-0.4	17	106	24	-2	2	-2	-5
O=C(NCC(=O)N1CCN(S(=O)(=O)/C=C/c2ccccc2)CC1)c1ccc(Cl)cc1	-0.7	-5	0.6	-4	73*	-2	-6	12	2	-1
COc1ccc(Cn2c(/C=C/c3ccccc3)nc3ccccc32)cc1	-1.4	-6	0.3	.	103	-3	2	0	-4	-3
CC(NC(=O)COC(=O)CCc1nc2ccccc2c(=O)[nH]1)c1ccccc1 (configuration not stated)	0.6	-12	0.7	-2	93	-5	-2	0	-4	3
Cc1ccc(C)c(S(=O)(=O)NCc2ccncc2)c1	-1.1	-3	-1.2	-1	97	-2	0	2	-11	0
CCn1c(SCC(=O)N2CCCc3ccccc32)nnc1-c1c[nH]c2ccccc12	.	-10	0.8	-3	110	-12	-3	-7	-5	3
COc1ccc(CCC(=O)NCCS(=O)(=O)N2CCN(c3ccc(OC)cc3)CC2)cc1	-0.1	-3	-0.5	-2	.	-6	-4	-1	-2	0
CCOC(=O)c1sc2c(c1C)C(c1cccs1)C1=C(CCCC1=O)N2 (configuration not stated)	1.3	3	-2.1	-1	54	-2	1	-1	-1	0
COc1ccc(NC(=O)CC2Nc3cc(C)c(C)cc3NC2=O)c([N+](=O)[O-])c1 (configuration not stated)	-1.8	6	-0.6	-4	84	1	-2	8	3	0
CCOc1ccc(CNC(=O)CCS(=O)(=O)Cc2ccc(C)cc2)cc1OC	-0.2	36	-1.2	.	106	-2	-3	-1	13	0
CCCCN(C(=O)c1[nH]c(C)c(C(=O)OCC)c1C)c1c(N)n(CCCC)c(=O)[nH]c1=O	-1.5	2	2.5	-1	97	.	-6	4	1	3
COCC(=O)N/N=C/c1ccc(Sc2nc3ccccc3s2)o1	-2.7	3	-1.0	1	98	-1	-5	-4	-4	1
COc1ccccc1C(=O)Nc1ccnn1C1CCN(Cc2cc(C)c(C)cc2C)CC1	-2.5	28	0.0	1	113	1	-7	-4	4	-6
O=C(Nc1cccc2nsnc12)c1ccc2c(c1)OCO2	.	-1	0.7	-3	106	-9	1	1	-3	-6
CCOC(=O)c1cc(NC(=O)N(C(C)C)C(C)C)c(C)nc1C	0.1	15	-0.5	.	103	-1	-2	2	-2	-2
CC(=O)c1cccc(NC(=S)N2CCN(S(=O)(=O)c3ccccc3)CC2)c1	-0.9	30	0.5	.	.	-1	-3	6	-11	5
COC(CN(C)C(=O)C1CCC(CNS(=O)(=O)c2ccc(C)cc2)CC1)OC (configuration not stated)	-0.3	-10	0.2	-2	104	-3	4	2	-5	2
CCCCOC(=O)c1ccc(NC(=O)CSc2nnnn2C)cc1	-1.7	-19	1.1	-2	103	-1	-5	0	-6	-6

5 consecutive compounds from above:
SMILES	CAL PDZ FP-1	Arrestin-AP2 inh	C-LANA FP	CAL PDZ FP-2	Pemphigus Ab inh	NSD2 inh	Keap1-Nrf2 PPI	V-ATPase pH	Cardiac RTF inh	DAGLB inh
O=C(NCCCn1ccnc1)c1cccc(S(=O)(=O)NCc2ccccc2)c1	0.2	17	-5.8	-8	103	1	0	-3	5	2
O=C(c1ccc(Cn2c(=O)[nH]c3ccccc3c2=O)cc1)N1CCN(c2ccccc2)CC1	-2.1	5	-1.1	1	94	2	-3	7	0	5
C[C@H](NS(=O)(=O)c1ccc2c(c1)OCCCO2)C(=O)N1CCN(c2ccc(F)cc2)CC1	-0.7	17	0.3	-1	104	-3	0	6	-5	-3
COc1ccc(C(=O)Nc2cc(OC)ccc2OC)cc1	-0.7	0	-3.2	2	107	0	0	-1	-7	-3
O=C1CC2(CCCC2)C(=O)N1CN1CCN(S(=O)(=O)c2ccc(F)cc2F)CC1	-0.2	-3	2.4	-4	112	-9	1	0	-16	-1

These rows are one share of the data; count on the stated rates, not on these rows.
